PAFAH2 FP inh: inhibitors of human PAFAH2; Q99487; recombinant PAFAH2, FP-rhodamine activity probe, fluorescence polarization; inhibition, % at 3.39 µM; 340,000 compounds, 0.99% hits; AID 492956;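 active = inhibition above the mean over all tested compounds plus 3 SD, cut at about 30% in these data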;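 also: inhibitors block probe labeling of enzyme so polarization drops; 0% = enzyme with DMSO and 100% = wells lacking PAFAH2 protein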
PAFAH1B3 inh: blocks human PAF acetylhydrolase 1B catalytic subunit 3; Q15102; recombinant PAFAH1B3, FP-rhodamine probe, fluorescence polarization; inhibition, % at 3.39 µM; 340,000 compounds, 0.28% hits; AID 492972;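 active = inhibition above the screen-wide average of all tested compounds plus 3 SD, cut at about 25% in these data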;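 also: 0% = enzyme with DMSO only and 100% = wells lacking PAFAH1B3 protein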
Target sequence (Q15102 whole entry, looked up): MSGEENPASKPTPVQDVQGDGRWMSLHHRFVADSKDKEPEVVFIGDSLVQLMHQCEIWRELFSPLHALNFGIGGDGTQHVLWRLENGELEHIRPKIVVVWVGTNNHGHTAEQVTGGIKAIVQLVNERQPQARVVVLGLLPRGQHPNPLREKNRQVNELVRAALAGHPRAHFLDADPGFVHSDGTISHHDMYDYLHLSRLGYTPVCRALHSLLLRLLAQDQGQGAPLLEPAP
PAFAH1B2 inh: blocks human PAF acetylhydrolase 1b catalytic subunit 2; inhibition, % at 3.39 µM; 340,000 compounds, 1.2% hits; recombinant PAFAH1B2, FP-rhodamine activity probe, fluorescence polarization; P68402;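 active = inhibition above the mean of all tested compounds plus 3 SD, cut at about 24% in these data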;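 also: 0% = enzyme with DMSO and 100% = wells lacking PAFAH1B2; many of its hits are not listed in these tables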
Target sequence (P68402 whole entry, looked up): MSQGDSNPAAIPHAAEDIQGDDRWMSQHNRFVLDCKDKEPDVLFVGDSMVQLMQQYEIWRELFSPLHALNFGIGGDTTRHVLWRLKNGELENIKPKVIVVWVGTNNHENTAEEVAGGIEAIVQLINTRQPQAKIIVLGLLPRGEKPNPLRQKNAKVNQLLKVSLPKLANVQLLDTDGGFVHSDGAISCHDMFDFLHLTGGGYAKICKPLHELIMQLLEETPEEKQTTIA
Active calls of the source: *.

SMILES | PAFAH2 FP inh | PAFAH1B3 inh | PAFAH1B2 inh
CCOC(=O)C1=C(C)N=c2s/c(=C\c3ccc(OCC(=O)O)cc3)c(=O)n2C1c1ccc(Cl)cc1 (stereo not drawn) | 1 | -2 | -4
CN(C)S(=O)(=O)c1cccc(NC(=S)NC(=O)c2ccco2)c1 | 1 | 4 | -1
Cc1ccc(OCC(=O)Nc2ccc(-n3cnnn3)cc2)c(C)c1 | 5 | -2 | -2
CCCS(=O)(=O)Nc1ccc(Nc2c3ccccc3nc3ccccc23)c(OC)c1 | 1 | 12 | 1
CN(CC(=O)Nc1ccc(Cl)c(Cl)c1)C1CCCCC1 | 0 | -7 | 8
CCOc1cc(C2C3=C(CC(C)(C)CC3=O)N(CCCOC)C3=C2C(=O)CC(C)(C)C3)ccc1O | 5 | 8 | 1
Cc1ccc(C(=O)CN2CCN(c3ccccn3)CC2)c(C)c1 | 6 | 6 | -2
CCN1CCN(c2oc(-c3ccccc3C)nc2S(=O)(=O)c2ccccc2)CC1 | -4 | 6 | 6
Cc1ccc(C(=O)Oc2coc(CSc3nnc(NC(=O)C4CC4)s3)cc2=O)cc1C | 2 | -9 | -6
ClCc1nnc(-c2cc3c(s2)CCCC3)o1 | -3 | 4 | -1
COc1ccc(S(=O)(=O)N(CCCN2CCCC2=O)Cc2cc3cc(C)c(C)cc3[nH]c2=O)cc1 | 4 | 10 | 3
CC1CCC(CC(=O)O)(C(=O)O)CC1 (stereo not drawn) | -1 | -7 | 6
CC1CCN(C(=O)c2ccc(NC3=C(Cl)C(=O)N(Cc4ccccc4)C3=O)cc2)CC1 | 3 | 3 | -2
Cn1c(=O)c2ncn(C)c2n(C)c1=O | -1 | -2 | -1
CCN(CC)c1ccc(C2NC(=O)c3ccccc3N2)cc1 (stereo not drawn) | 5 | 4 | 2
Oc1c(Cl)c(Cl)c2ncccc2c1Cl | 2 | 5 | 7
COc1ccc(-c2nn(-c3ccccc3)cc2/C=C/C(=O)N(C)CC(=O)Nc2cccc(F)c2)cc1OC | -27 | -38 | -20
Cc1ccc(CN2CC(C(=O)Nc3ccc(C)c(S(=O)(=O)N4CCCCC4)c3)CC2=O)cc1 (stereo not drawn) | 0 | 7 | -1
CCOCc1c(C(=O)N2CCN(CCOc3ccc(Cl)cc3)CC2)oc2ccccc12 | 10 | -1 | 2
O=[N+]([O-])c1ccc(N2N=C(c3ccccc3)CC2c2ccccc2O)cc1 (stereo not drawn) | -1 | 1 | -1
CSCCC(NS(=O)(=O)c1cccc(C(F)(F)F)c1)C(=O)N1CCN(C(=O)c2ccco2)CC1 (stereo not drawn) | 28 | -1 | 0
COc1ccc(/C=C2/CCCc3ccccc3C2=O)cc1 | 6 | -5 | 2
CN(C)c1ccc(C=NNC(=S)Nc2ccc(F)cc2)cc1 | 4 | 12 | 4
O=C(O)CN1C(=O)/C(=C\c2cccc(OCc3ccc(F)cc3)c2)SC1=S | 5 | 15 | 28*
CCN(CC(=O)Nc1ccc2c(c1)OCCO2)C(=O)C(C)Oc1ccc(F)cc1 (stereo not drawn) | -3 | 8 | 3
CCc1ccccc1OCC(=O)NC1CCCC1 | 1 | 3 | 3
CCCCCC(O)(c1ccccc1)C(CN1CCOCC1)c1ccccc1 (stereo not drawn) | 5 | -3 | 12
Cc1nnc(SC(C)C(=O)NC2CCCCC2)s1 (stereo not drawn) | 9 | -2 | 5
Cc1ccc(NC(=O)CC2Nc3ccccc3NC2=O)cc1Cl (stereo not drawn) | -7 | 13 | 5
CCOc1ccccc1C=NNC(=O)C(=O)NN=Cc1ccccc1OCC | 0 | -5 | 4
COc1cc(C2=NOC(C(=O)Nc3ccc4c(c3)OCO4)C2)cc(OC)c1OC (stereo not drawn) | 7 | 4 | 2
CC(C)(C)C(=O)Nc1cccc(-c2ccc[nH]2)n1 | -4 | 2 | -3
CCCCc1ccc(NC(=S)N2CCN(C(=O)c3ccco3)CC2)cc1 | 0 | 0 | -2
O=C(Nc1ccc2c(c1)OCCO2)c1ccc(Br)c(S(=O)(=O)N2CCOCC2)c1 | 5 | -3 | -1
NC(=O)c1ccc(NC(=O)COC(=O)c2c[nH]c3ccccc23)cc1 | -42 | -15 | -7
NC(=O)N=Nc1c(O)n(Cc2ccccc2)c2ccc(Br)cc12 | 0 | 7 | 3
O=C1NC(Cc2ccc(O)cc2)c2nc3cc(Cl)ccc3c(=O)n2-c2cc(Cl)ccc21 (stereo not drawn) | -13 | 6 | 8
CCOc1ccc(CCNC(=O)/C=C/c2ccco2)cc1OCC | 1 | -1 | 1
O=C(N/N=C/c1cccnc1)c1cccc(Br)c1 | -4 | 3 | 3
CON=C1C=C(C)C(=O)C(C)=C1C | 5 | 7 | 0
O=C1C=C(NCCc2cc(Br)c(O)c(Br)c2)C(=O)c2ncccc21 | 37* | 68* | 28*
CC(C(=O)Nc1ccc2c(c1)OCO2)N(C)CC(=O)Nc1ccc(Cl)cc1 (stereo not drawn) | 7 | -5 | 3
COc1ccc(S(=O)(=O)N2CCCCCC2)cc1C(=O)Nc1ccc(C(=O)N(C)C)cc1 | 7 | -3 | 0
O=C1c2ccccc2C(=O)N1N(c1ccccc1)c1ccccc1 | -4 | -6 | 2
O=C(Nc1cccc(-c2cccc(F)c2)c1)C1CCN(Cc2ccco2)CC1 | 0 | 3 | 1
COc1ccc(Cc2ccccc2C(=O)O)cc1 | 5 | 1 | 0
COc1ccc(NC(=O)c2ccco2)cc1NC(=O)c1cccc(F)c1 | 9 | 10 | -2
Cc1cn(CC(=O)N[C@H](CO)Cc2c[nH]c3ccccc23)c(=O)[nH]c1=O | -4 | 6 | 3
Cc1ccc(OCC(=O)N/N=C/c2ccccc2)c([N+](=O)[O-])c1 | 6 | -1 | 7
CC(C)C[C@@H](CN1CCCC1CN1C(=S)NC[C@@H]1Cc1ccc(O)cc1)N1C[C@H](Cc2ccccc2)N(CCc2ccccc2)C1=S (stereo partly drawn) | 1 | 1 | -4
CC(=O)Nc1ccc(Sc2ccc([N+](=O)[O-])o2)cc1 | 7 | -7 | -4
COc1ccccc1NC(=O)COC(=O)CCC(=O)c1cccs1 | 4 | 3 | 6
O=C(NCCc1ccccc1)c1ccc(NC(=O)C2CCC2)cc1 | 2 | -6 | 3
CN(C(=O)COC(=O)COc1ccc(N(C)S(=O)(=O)c2ccc(Cl)cc2)cc1)c1ccccc1 | 0 | 6 | 5
COc1ccc(-c2c3c([nH]c(=S)c2C#N)CCC3)cc1 | 3 | 4 | 1
CN(C=O)c1ccc(CSc2ccccc2)cc1 | 6 | -1 | 16
CN(Cc1ccccc1)C(=O)c1ccc(NC(=O)Cc2ccc(NC(=O)C3CCN(C(=O)CCc4ccccc4)CC3)cc2)cc1 | -1 | -3 | -8
CCCCN(C(=O)c1cc2c(s1)CCCCC2)c1c(N)n(CC(C)C)c(=O)[nH]c1=O | 3 | 1 | 3
CCCCNC(=O)CCCn1c(=O)c2ccccc2n(CC(=O)NCCC2=CCCCC2)c1=O | -14 | 8 | -3
CCCCc1ccc(NC(=S)N2CCCC2)cc1 | 5 | 7 | 2
(further entries)
SMILES | PAFAH2 FP inh | PAFAH1B3 inh | PAFAH1B2 inh
CCOC(=O)c1c(-c2ccccc2)oc2ccc(OCC(=O)NNC(=O)CCCC(=O)O)cc12 | 41* | 23 | 17
CN(C)c1ccnc(Oc2ccccc2)c1C#N | -5 | 0 | 4
Cc1ccc(-c2cc(C(=O)N3CCC(C)CC3)c3ccccc3n2)cc1 | 0 | 2 | 6
CCOC(=O)c1c[nH]c2ccc([N+](=O)[O-])cc12 | 5 | 18 | 4
CC(=NNC(=O)c1ccncc1)c1ccc(Cl)c(Cl)c1 | 3 | 1 | 4
Cc1cccc(NC(=O)COC(=O)CC2CCCC2)c1C | 52* | -3 | 5
Cc1ccc(S(=O)(=O)NCC(NCc2ccc(F)cc2)c2ccccc2)cc1 (stereo not drawn) | 2 | 7 | 19
COc1ccc(CCN2C(=O)/C(=C\c3ccco3)SC2=S)cc1OC | -1 | 4 | -4
CN(C)c1ccc(S(=O)(=O)NCC(=O)N2CCN(S(=O)(=O)c3cccc(F)c3)CC2)cc1[N+](=O)[O-] | 0 | 6 | 5
CCN(CC)CCCNC(=O)c1nn2c(C(F)(F)F)cc(-c3ccccc3)nc2c1Cl | 6 | 10 | 2
CN(C(=O)c1cccc(NC(=O)Cc2ccc(NC(=O)C3CCCN(S(=O)(=O)c4cccc([N+](=O)[O-])c4)C3)cc2)c1)C1CCCC1 (stereo not drawn) | -6 | -4 | -8
COC(C[C@H]1O[C@@H]1[C@@H](O)COCc1ccccc1)OC | 3 | 4 | 2
C=C(CN(C)C)C(=O)c1ccc(OC2OC(COC(C)=O)C(OC(C)=O)C(OC(C)=O)C2OC(C)=O)cc1 (stereo not drawn) | 0 | 4 | 4
CC(C)C[C@@H](NC(=O)C1CCC(CNC(=O)[C@@H]2CCCN2C(=O)OC(C)(C)C)CC1)C(=O)O (stereo partly drawn) | 7 | 10 | 3
N#CC1=CC2CN(Cc3ccccc3)C1C1C(=O)N(c3ccccc3)C(=O)C21 (stereo not drawn) | 15 | 3 | 9
O=C(c1cc(C2CC2)nn1-c1ccccc1)N1CCN(S(=O)(=O)c2ccccc2)CC1 | 5 | 4 | 3
O=CN1CCN(C=O)C(O)C1O (stereo not drawn) | 0 | 12 | 3
CCc1cc2c(SCC(=O)Nc3ccc(Cl)cn3)ncnc2s1 | 6 | 1 | -3
NC(=O)CSc1nnc(COc2ccccc2)n1C1CCCCC1 | 2 | 2 | 6
COCCn1nnnc1C(CC(C)C)N1CCN(c2cccc(OC)c2)CC1 (stereo not drawn) | -3 | -2 | -9

Reformatted in CSV form: 17 of the compounds above
Molecule,PAFAH2 FP inh,PAFAH1B3 inh,PAFAH1B2 inh
CCOC(=O)c1c(-c2ccccc2)oc2ccc(OCC(=O)NNC(=O)CCCC(=O)O)cc12,41*,23,17
CN(C)c1ccnc(Oc2ccccc2)c1C#N,-5,0,4
Cc1ccc(-c2cc(C(=O)N3CCC(C)CC3)c3ccccc3n2)cc1,0,2,6
CCOC(=O)c1c[nH]c2ccc([N+](=O)[O-])cc12,5,18,4
CC(=NNC(=O)c1ccncc1)c1ccc(Cl)c(Cl)c1,3,1,4
Cc1cccc(NC(=O)COC(=O)CC2CCCC2)c1C,52*,-3,5
Cc1ccc(S(=O)(=O)NCC(NCc2ccc(F)cc2)c2ccccc2)cc1 (stereo not drawn),2,7,19
COc1ccc(CCN2C(=O)/C(=C\c3ccco3)SC2=S)cc1OC,-1,4,-4
CN(C)c1ccc(S(=O)(=O)NCC(=O)N2CCN(S(=O)(=O)c3cccc(F)c3)CC2)cc1[N+](=O)[O-],0,6,5
CCN(CC)CCCNC(=O)c1nn2c(C(F)(F)F)cc(-c3ccccc3)nc2c1Cl,6,10,2
CN(C(=O)c1cccc(NC(=O)Cc2ccc(NC(=O)C3CCCN(S(=O)(=O)c4cccc([N+](=O)[O-])c4)C3)cc2)c1)C1CCCC1 (stereo not drawn),-6,-4,-8
COC(C[C@H]1O[C@@H]1[C@@H](O)COCc1ccccc1)OC,3,4,2
C=C(CN(C)C)C(=O)c1ccc(OC2OC(COC(C)=O)C(OC(C)=O)C(OC(C)=O)C2OC(C)=O)cc1 (stereo not drawn),0,4,4
CC(C)C[C@@H](NC(=O)C1CCC(CNC(=O)[C@@H]2CCCN2C(=O)OC(C)(C)C)CC1)C(=O)O (stereo partly drawn),7,10,3
N#CC1=CC2CN(Cc3ccccc3)C1C1C(=O)N(c3ccccc3)C(=O)C21 (stereo not drawn),15,3,9
O=C(c1cc(C2CC2)nn1-c1ccccc1)N1CCN(S(=O)(=O)c2ccccc2)CC1,5,4,3
O=CN1CCN(C=O)C(O)C1O (stereo not drawn),0,12,3

Carrying on:
SMILES | PAFAH2 FP inh | PAFAH1B3 inh | PAFAH1B2 inh
CC(=O)c1ccc2c(c1)CC1(C2)Cc2cc3c(cc2C1)C(=O)CC3 (stereo not drawn) | 5 | 8 | 5
Cc1ccc(OC(=O)c2ccccc2)cc1C | 4 | 9 | 4
CCCCC(O)(c1ccccc1)C(CN1CCOCC1)c1ccccc1 (stereo not drawn) | -2 | 6 | 23
O=C(O)CCC(=O)N1N=C(c2ccccc2)CC1c1ccc2c(c1)OCO2 (stereo not drawn) | -6 | -2 | 4
Cc1cc(C)c(C(=O)CC(=O)c2cccnc2)c(C)c1 | -5 | -5 | -2

Bioassay records deposited in PubChem BioAssay by The Scripps Research Institute Molecular Screening Center.

Only part of the results is shown (hit frequency here may not be typical).
